PGK inhibitor – qHTS Assay to Find Inhibitors of Phosphoglycerate Kinase | 380,000 tested, 0.043% active | Phosphoglycerate kinase, glycosomal (Trypanosoma brucei brucei), P07378 | PGK/GAPDH coupled, Kinase-Glo luminescence, 60 min | Potency, µM (doses to about 57.5 µM), for inactives: at the highest dose activity change, negative = inhibition, actives largely listed as inhibitors; further: potency means the concentration at half of the fitted maximal effect; on the % scale 0 is the no-effect control and ±100 the full control effect; nearly all actives have a fitted effect of over 60% in size
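Luminescent ATP detection (Kinase-Glo Plus) follows a 60-minute room-temperature incubation, with wells lacking PGK as controls. Buffer: 100 mM TEA (pH 7.6), 5 mM MgCl2, 0.01% Tween-20. Coupling enzyme GAPDH (100 nM final) supplies unstable 1,3-BPG in-well.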
TrxR1 substrate – qHTS Assay for Substrates of Mammalian Selenoprotein Thioredoxin Reductase 1 (TrxR1): qHTS; purified TrxR1 substrate turnover, NADPH consumption readout; Potency, µM (top dose mostly 114 µM), without a hit: top-dose activity change, negative = substrate turnover; 390,000 tested, 0.01% active; AID 588456, 2011; further: potency means the concentration at half of the fitted maximal effect; on the % scale 0 is the no-effect control and ±100 the full control effect; nearly all actives have a fitted effect of over 50% in size
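Rat TrxR1, dispensed at 90 nM, was prereduced with 400 uM NADPH (final) for 5 min at ~22 deg C, then incubated with compound 15 min before 400 uM selenite. A first-read NADPH fluorescence drop versus no-compound background flagged substrates.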
GLS inhibitor – qHTS for Inhibitors of Glutaminase (GLS). GLS enzymatic activity, qHTS titration. Potency, µM (doses to about 45.5 µM), for inactives: at the top dose activity change, negative = inhibition, most hits filed as inhibitors. 410,000 tested, 0.21% active. AID 624170, 2012; further: potency means the concentration at half of the fitted maximal effect; on the % scale 0 is the no-effect control and ±100 the full control effect
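Assay buffer: 45 mM KH2PO4 pH 8.2, 0.02% Tween-20. hKGA acts on L-glutamine (1 mM solution added); product glutamate is reported by an oxidase/peroxidase Amplex Red coupling, with fluorescence taken at baseline and 30 min.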
rTrxR1 inhibitor – qHTS Assay for Inhibitors of Mammalian Selenoprotein Thioredoxin Reductase 1 (TrxR1): qHTS; Thioredoxin reductase 1, cytoplasmic (Rattus norvegicus), O89049; recombinant rTrxR1, NADPH fluorescence consumption, selenite substrate; Potency, µM (doses to about 114 µM), for inactives: top-dose activity change, negative = inhibition, actives largely listed as inhibitors; 390,000 tested, 1% active; AID 588453, 2011; further: potency means the concentration at half of the fitted maximal effect; on the % scale 0 is the no-effect control and ±100 the full control effect; nearly all actives have a fitted effect of over 65% in size
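Rat TrxR1 (90 nM in the dispensed reagent) was pre-reduced with 400 uM NADPH for 5 min at room temperature, then incubated with compound for 15 min. After 400 uM selenite was added, NADPH fluorescence (Ex 340/Em 450 nm) was followed for 8 min.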
PI4K2A inh – qHTS for small molecular inhibitors of PI4K2A; Phosphatidylinositol 4-kinase type 2-alpha (Homo sapiens), Q9BTU6; purified PI4K2A, ADP-Glo luminescence, 1 h; active compounds read low; activity change, negative = inhibition, % at 76.9 µM; 420,000 tested, 0.13% active; in the data active means activity change below about -50%; inconclusive means mostly about -30% to -49%;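 further: -100% = wells without enzyme as full effect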
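Compounds are screened against recombinant PI4K2A using PI as substrate and ATP, the latter dispensed at 300 microM. Reactions run one hour at ambient temperature before ADP-Glo detection; full inhibition defined by wells lacking enzyme.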
mIDH1 inhibitor – qHTS for Inhibitors of mutant isocitrate dehydrogenase 1 (IDH1): qHTS | Isocitrate dehydrogenase [NADP] cytoplasmic (Homo sapiens), O75874 | IDH1-R132H enzyme, NADPH consumption, diaphorase/resazurin fluorescence | Potency, µM (highest dose often 76.6 µM), for the others: top-dose activity change, negative = inhibition, hits mostly inhibitors | 390,000 tested, 0.093% active | AID 602179, 2012; further: potency means the concentration at half of the fitted maximal effect; on the % scale 0 is the no-effect control and ±100 the full control effect; nearly all actives have a fitted effect of over 65% in size
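IDH1-R132H (0.5 ug/mL dispensed) in pH 7.5 Tris buffer was preincubated 30 min with compound, then given a substrate mix of 0.016 mM NADPH and 2 mM alpha-KG for 80 min at room temperature; remaining NADPH was read by diaphorase/resazurin fluorescence.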
USP1-UAF1 inh – Inhibitors of USP1/UAF1: Primary Screen. Ubiquitin carboxyl-terminal hydrolase 1 (Homo sapiens), O94782. recombinant USP1/UAF1, Ub-Rhodamine cleavage fluorescence. Potency, µM (series often up to 57.1 µM), without a hit: top-dose activity change, negative = inhibition, most hits filed as inhibitors. 390,000 tested, 0.23% active. AID 743255, 2014; further: potency means the concentration at half of the fitted maximal effect; on the % scale 0 is the no-effect control and ±100 the full control effect; nearly all actives have a fitted effect of over 60% in size; inactives centre near -12
Target sequence (O94782 whole entry, looked up): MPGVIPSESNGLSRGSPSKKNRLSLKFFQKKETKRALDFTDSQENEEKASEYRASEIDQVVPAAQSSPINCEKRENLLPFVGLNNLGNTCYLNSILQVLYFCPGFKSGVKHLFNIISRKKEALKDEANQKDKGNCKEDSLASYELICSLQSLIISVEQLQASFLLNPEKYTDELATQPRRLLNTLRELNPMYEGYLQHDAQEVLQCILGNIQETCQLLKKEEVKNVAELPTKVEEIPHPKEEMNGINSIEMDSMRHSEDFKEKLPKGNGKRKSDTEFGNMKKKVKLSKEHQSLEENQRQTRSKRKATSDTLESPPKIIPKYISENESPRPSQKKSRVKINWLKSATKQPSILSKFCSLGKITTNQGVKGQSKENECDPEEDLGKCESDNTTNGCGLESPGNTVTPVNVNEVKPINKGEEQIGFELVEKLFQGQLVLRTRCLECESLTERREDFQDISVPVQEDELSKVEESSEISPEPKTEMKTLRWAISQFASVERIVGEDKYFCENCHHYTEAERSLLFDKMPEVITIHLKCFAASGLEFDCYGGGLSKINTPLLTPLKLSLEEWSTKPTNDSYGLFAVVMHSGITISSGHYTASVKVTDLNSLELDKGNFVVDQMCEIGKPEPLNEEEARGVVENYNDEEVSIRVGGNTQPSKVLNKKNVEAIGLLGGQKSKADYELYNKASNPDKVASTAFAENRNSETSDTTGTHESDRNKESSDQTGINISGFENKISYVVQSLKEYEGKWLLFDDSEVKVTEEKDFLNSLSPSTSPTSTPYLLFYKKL
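High-throughput fluorogenic screen: 1nM USP1/UAF1 complex, Ub-Rho substrate 150nM final, 50mM HEPES pH 7.8 with 0.5mM EDTA, 0.1 mg/ml BSA, 1mM TCEP and 0.01% Tween-20.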
Pin1 inh – qHTS Assay to Find Inhibitors of Pin1. AID 504891, 2011. Peptidyl-prolyl cis-trans isomerase NIMA-interacting 1 (Homo sapiens), Q13526. Potency, µM (series often up to 115 µM), inactives show top-dose activity, negative = inhibition, hits mostly inhibitors. 390,000 tested, 0.009% active. Pin1 FP peptide displacement, HiFluor488, 10 min; active means well fitted inhibition curve with a large enough effect in the polarisation, with a control signal flat, not every such curve was filed as active; inconclusive means small, poorly fitted or top-dose-only effect, or effect the other way, or a change in a side signal; inactive means no such curve, though single readings can be large or run the other way; the % refers to the polarisation; further: potency means the concentration at half of the fitted maximal effect; on the % scale 0 is the no-effect control and ±100 the full control effect
Target sequence (Q13526 whole entry, looked up): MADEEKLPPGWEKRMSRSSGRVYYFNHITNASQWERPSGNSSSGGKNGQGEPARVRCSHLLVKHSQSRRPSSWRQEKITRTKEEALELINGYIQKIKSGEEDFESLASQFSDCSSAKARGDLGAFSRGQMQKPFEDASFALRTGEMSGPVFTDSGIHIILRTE
HP1b chromo inh – HTS for Inhibitors of HP1-beta Chromodomain Interactions with Methylated Histone Tails. Potency, µM (series often up to 114 µM), inactives show at the highest dose activity change, negative = inhibition, usual class: inhibitors. AlphaScreen HP1-beta / biotin-H3K9me3 peptide binding. 390,000 tested, 0.56% active. AID 540317, 2011. Chromobox protein homolog 1 (Homo sapiens), P83916; further: potency means the concentration at half of the fitted maximal effect; nearly all actives have a fitted effect of over 70% in size; inactives centre near 23
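Compound inhibition of the preformed complex between 50 nM HP1-beta and 50 nM biotinylated H3K9me3 peptide was read by AlphaScreen. Buffer was PBS pH 7.4 with 0.01% Tween-20. Incubations ran 30 min at room temperature, with 10 ug/mL donor/acceptor beads.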
Active calls of the source: *; i = inactive; ? = inconclusive; / = not tested or not shown; & = joins results of further samples; [ ] = another dose, or the depositor's remark. Unless noted, the call rests on the fitted dose curve; in most records, active means well fitted curve in the direction sought with a large enough effect; inconclusive means small, poorly fitted or top-dose-only effect, or another doubt; inactive means no such curve, though single readings can be large; an effect the other way counts as inactive or inconclusive.

SMILES | PGK inhibitor | TrxR1 substrate | GLS inhibitor | rTrxR1 inhibitor | PI4K2A inh | mIDH1 inhibitor | USP1-UAF1 inh | Pin1 inh | HP1b chromo inh
COc1ccccc1CNC(=O)C1CC2Cn3c(nc4cc(Cl)c(Cl)cc43)C2N1C (centres undefined) | i | 7.0%[57.1 µM] | 1.3% | 13.5%[57.1 µM] | -2.4 | -5.7% | -21.3% | -1.7% | 17.9%
CCCCC[C@@H](/C=C/C1C(=O)C=C[C@H]1C/C=C\CCCC(=O)O)OC(C)=O (some centres undefined) | -0.4% | -6.5% | -2.4% | ? | -4.8 | -7.0%[38.3 µM] | -19.4% | -7.6% | 36.8%
COc1ccc(-c2nsc3c(N4CCCCC4C)ncnc23)cc1 (centres undefined) | i | 3.0%[57.1 µM] | 1.7% | 7.1%[57.1 µM] | -8.5 | 15.9% | -20.6% | 5.3% | 181.2%[activator]
CC(=O)O/N=C(\N)c1ccc(-c2csnn2)cc1 | 0.3% | -4.9%[57.1 µM] | -1.2% | -1.0%[57.1 µM] | -1.6 | 9.5% | 4.0% | 2.7% | 36.9%
CC(C(=O)Nc1ccc(C#N)cc1)N(C)CC(=O)Nc1ccccc1Br (centres undefined) | -5.8% | -1.7% | -1.9% | 14.9% | -3.2 | -9.4% | -24.5% | 7.2% | 44.1%[activator]
C=CCOc1ccc2c(c1)c(=O)cc(C(=O)O)n2CC | i | 10.1% | 3.2% | 16.8% | -4.1 | 3.1% | -15.2% | -0.5% | 40.1%[activator]
Cc1cc(C(=O)Cn2nc(C(=O)O)c3ccccc3c2=O)c(C)n1-c1ccc(F)cc1 | -3.6% | -7.6% | -1.2% | -3.8% | 3.4 | 6.3% | -15.5% | 20.2% | 5.4%
Cc1nn(-c2ccccc2)c(C)c1/C=N/n1c(-c2ccc(Cl)cc2)n[nH]c1=S | i | -9.1% | -13.9% | 12.3%[57.1 µM] | 7.2 | 2.1% | -7.8% | 4.5% | -7.2%
COCCN(CC1CCCN(C2Cc3ccccc3C2)C1)C(=O)CCSC (centres undefined) | -9.4% | 8.5% | -1.0% | -7.0% | -2.6 | 0.0% | -9.7% | -3.6% | 36.6%
Cc1ccc(NC(=O)CSCc2cnn(-c3ccccc3)c2-n2cccc2)c(C)c1 | / | -10.5% | -9.9% | 3.0% | 2.8 | / | -23.3% | ? | 26.9%
CCOC(=O)c1[nH]cnc1C(=O)Nc1cccc(OC)c1 | -3.0%&0.5% | 0.3% | 1.1%&-0.1% | 1.4% | -3.7&-1.6 | -9.4%&7.4% | -8.7%&-15.6% | -15.5%&-0.3% | 29.3%&21.7%
CN(C(=O)c1ccc(NC(=O)Cc2cccc(NC(=O)C3CCCN(C(=O)C4CC4)C3)c2)cc1)C1CCCC1 (centres undefined) | 14.4% | 1.0% | -3.6% | 3.3% | 2.6 | 1.3% | -16.1% | -0.2% | 31.8%
COc1ccc(CCn2c(SCC(=O)Nc3cc(C)on3)nc3ccccc3c2=O)cc1OC | -1.9% | 1.5% | 0.6% | 5.1% | -3.9 | -3.3% | -4.6% | -8.3% | 18.4%
CCOC(=O)c1c(N)n(-c2ccc(C)c(C)c2)c2nc3ccccc3nc12 | -11.2% | 13.1%[57.1 µM] | -15.5% | 17.3%[57.1 µM] | 1.6 | -3.8% | -25.3% | 0.3% | 29.8%
CCOc1ccc(-n2c(C)cc(/C=N/N(C)C)c2C)cc1 | -6.0% | -0.7% | -27.5% | 18.1% | 1.1 | 2.5% | -17.7% | 2.1% | -17.8%
O=C(CCN1C(=O)c2ccccc2Sc2ncccc21)Nc1ccc(F)cc1F | -8.4% | -10.1% | -8.4% | -11.4% | 3.9 | 2.1% | 15.2% | 0.6% | 15.7%
N#C/C(=C(/O)Cc1ccccc1)P(=O)(c1ccccc1)c1ccccc1 | -9.9% | 0.7% | 2.8% | ? | -8.4 | 8.5% | -22.7% | -1.9% | 7.2%
O=C(/C=C/c1cc[n+](CC(=O)c2ccc3cccc4c3c2CC4)cc1)c1ccc2cccc3c2c1CC3 | -1.6% | 5.8% | -15.6% | ? | 0.3 | -0.7% | ? | ? | 7.9%
O=c1c2cccnc2n(-c2ccccc2)n1Cc1c(Cl)cccc1Cl | -3.2% | 13.9%[57.1 µM] | 0.0% | 14.3%[57.1 µM] | 6.3 | -1.3% | -3.2% | -1.6% | 7.2%
Nc1nc(C2CC(=O)OC23CCCCC3)cs1 (centres undefined) | -0.9% | -3.8% | 0.4% | 1.8% | -0.6 | 0.8% | -0.7% | -0.2% | 14.4%
O=C1C2C(C(=O)N1/N=C/c1ccc([N+](=O)[O-])o1)C1C=CC2C12CC2 (centres undefined) | i | -12.0% | -12.6% | 56.2µM* | -3.9 | 7.5% | -24.7% | -2.7% | 42.2%[activator]
O=C(Nc1ccc2oc(-c3cccnc3)nc2c1)c1ccc(-c2ccccc2OC(F)(F)F)o1 | -7.7% | 15.2% | 1.0% | -3.0% | -1.3 | -8.3% | -18.9% | 7.9% | 47.4%[activator]
COc1cc(C(C(=O)NC2CCCCC2)N(C(=O)Cc2c[nH]c3ccccc23)c2ccccc2C)cc(OC)c1OC (centres undefined) | -9.1% | -4.6% | -14.0% | 11.2% | 4.4 | -1.6% | ? | -1.8% | 0.0%
Cc1csc(=O)n1CC(=O)OCC(=O)Nc1cc(S(=O)(=O)N2CCOCC2)ccc1Cl | 10.7% | -4.2% | 1.0% | -1.5% | 4.1 | 3.2% | -15.8% | 1.0% | 30.4%
COc1cc(C2C(C(=O)Nc3ccccc3OC)=C(C)Nc3ncnn32)ccc1O (centres undefined) | -5.1% | 7.2% | 20.8% | 6.0% | -2.0 | 15.8% | 2.4% | 2.5% | 23.1%

Whole records as entered above. Order of values: PGK inhibitor | TrxR1 substrate | GLS inhibitor | rTrxR1 inhibitor | PI4K2A inh | mIDH1 inhibitor | USP1-UAF1 inh | Pin1 inh | HP1b chromo inh
O=c1c2cccnc2n(-c2ccccc2)n1Cc1c(Cl)cccc1Cl across the screens: -3.2% | 13.9%[57.1 µM] | 0.0% | 14.3%[57.1 µM] | 6.3 | -1.3% | -3.2% | -1.6% | 7.2%
Nc1nc(C2CC(=O)OC23CCCCC3)cs1 (centres undefined) across the screens: -0.9% | -3.8% | 0.4% | 1.8% | -0.6 | 0.8% | -0.7% | -0.2% | 14.4%

The list continues.
SMILES | PGK inhibitor | TrxR1 substrate | GLS inhibitor | rTrxR1 inhibitor | PI4K2A inh | mIDH1 inhibitor | USP1-UAF1 inh | Pin1 inh | HP1b chromo inh
O=C(CSc1nnc(-c2ccco2)o1)NC1CCCCC1 | -2.2% | -7.2%[57.1 µM] | 3.0% | 19.8%[57.1 µM] | -0.2 | 6.8% | -12.1% | -2.2% | 14.9%
O=C(OCc1ccc([N+](=O)[O-])cc1)c1cc2ccccc2oc1=O | -0.2% | 1.5% | 1.5% | 10.1% | -4.4 | 10.3% | -20.5% | -0.1% | 29.6%
Cc1ccc(NC(=O)CN(C)C(=O)c2ccc(Sc3nncn3C)c([N+](=O)[O-])c2)cc1 | -7.3% | -7.0% | -6.3% | 11.7% | 0.2 | -3.3% | -7.4% | -9.5% | 18.6%
CN(CC(=O)C(C(N)=O)c1ccccc1)c1ccccc1 (centres undefined) | -4.4% | / | 32.6%[activator] | / | -1.6 | 9.7% | -21.6% | / | /
COCCCN1C2=C(C(=O)CC(C)(C)C2)C(c2ccc(OC)c(OC)c2)C2=C1CC(C)(C)CC2=O | -2.2% | 1.6% | 0.4% | 7.1% | -0.6 | -0.7% | -20.6% | -1.1% | 23.4%
CCOc1ccc(NC(=O)CSc2nnc(-c3ccoc3C)n2CC2CCCO2)cc1 (centres undefined) | 7.1% | 8.0% | 12.6% | 10.9% | -1.9 | 0.4% | -14.4% | -12.0% | 36.9%
O=C(O)CC1S/C(=N\N=C2CCCCCC2)N(c2ccccc2)C1=O (centres undefined) | 2.2% | 3.6% | 16.4% | 13.9% | 3.6 | -10.6% | -0.7% | ? | 7.0%
CC1CCc2nc(NC(=O)CCSc3ccccc3)sc2C1 (centres undefined) | -0.4% | -0.1% | -2.6% | 22.2% | 1.1 | 8.4% | ? | -3.5% | 15.5%
Cc1cc(C)n(C(=O)c2ccc(S(=O)(=O)N3CCOCC3)cc2)n1 | 5.0% | 13.0% | 1.5% | 21.5% | -3.3 | 1.8% | -11.5% | -6.4% | 26.7%

Screening data as filed in PubChem.

These rows are one share of the data; the hit share may differ from the screen's.
